PLAP inhibition – PLAP enzyme inhibitors, biochemical, luminescence, HTS (AID 690); purified PLAP, luminescent substrate; higher % means a stronger effect; inhibition, % at 20 µM, or IC50 in µM where a hit was titrated; Alkaline phosphatase, placental type (Homo sapiens); 0.08% of 96,000 active; in the data active means a potency from the dose series; inactive means the rest, 99 in 100 with inhibition below about 30%; further: strong numbers were not always called active
NFkB transloc inh – inhibitors of IL-1B driven NFkB p65 nuclear import, primary screen, imaging, HUVEC, IL-1B stimulus, high-content imaging | AID 796, 2007 | inhibition, % at 2 µM | HUVEC IL-1B NFkB p65 nuclear translocation imaging | 0.43% of 94,000 active;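 active means inhibition above about 30% together with a positive call from visual inspection of the well image, limit read from the data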;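 further: nuclear over cytoplasmic p65 intensity ratio measured by imaging; 0% = IL-1B stimulated DMSO wells and 100% = unstimulated DMSO wells; values of inactives mirror those of a sister screen read the other way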
NFkB transloc pot – enhancers of NFkB p65 translocation in HUVEC – imaging, IL-1B stimulus, high-content imaging, primary screen | HUVEC IL-1B NFkB p65 nuclear translocation imaging | activation, % at 2 µM | AID 819, 2007 | 0.3% of 94,000 active;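 active means activation above 40%, about the mean plus 3 SD, also judged a hit on visual image review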;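 further: percent activation is computed from the nuclear over cytoplasmic p65 intensity ratio; values of inactives mirror those of a sister screen read the other way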
MRP resist rev – reversal of MRP1-mediated doxorubicin resistance, primary screen, H69AR cells, doxorubicin co-treatment. H69AR cells + 2 uM doxorubicin, CellTiter-Glo, 72 h. differential viability (reversal), % at 10 µM. 0.04% of 85,000 active;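 active means viability drop by adding the cancer drug above about 55%, with treated viability meeting a 40% cutoff, limit read from the data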;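 further: viability without doxorubicin minus viability with 2 µM doxorubicin for each compound; larger differential means the compound sensitizes cells more to doxorubicin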
Bcl-B TR3 displacers – displacers of TR3 peptide from Bcl-B, primary screen, selectivity assay for Bfl-1 inhibitor project, biochemical, fluorescence polarization. Bcl-2-like protein 10 (Homo sapiens). FP displacement of FITC-TR3 peptide from Bcl-B; higher % means a stronger effect. one-dose displacement, % at 20 µM; IC50 in µM for titrated hits. 0.11% of 96,000 active;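 active means displacement above 50% at 20 µM plus a fluorescence interference ratio under 1.5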;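 further: plate controls were wells without compound for no effect and wells lacking Bcl-B protein for full effect; a part of the inactive calls stands beside numbers as strong as those of hits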
MRP resist rev cytotoxicity – further read-out of MRP resist rev, marked with its call; viability, %; H69AR cells, CellTiter-Glo, 72 h; measured here: cytotoxicity without doxorubicin
MRP resist rev with doxorubicin – second read-out of MRP resist rev, no call of its own (marks repeat the call); viability, %; measured here: viability with 2 uM doxorubicin; active compounds read low
NFkB transloc inh cell count 2 µM – also measured in NFkB transloc inh; calls as there; cell count; measured here: cells passing quality filter;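 raw number of nuclei counted in each imaged well without normalization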
NFkB transloc pot cell count 2 µM – further read-out of NFkB transloc pot, marked with its call; cell count; measured here: cells passing quality filter
Numbers without * were called inactive; x = not tested or not shown. This is a subset; the hit share may differ from the screen's.

no.	structure	PLAP inhibition	NFkB transloc inh	NFkB transloc inh cell count 2 µM	NFkB transloc pot	NFkB transloc pot cell count 2 µM	MRP resist rev	MRP resist rev cytotoxicity	MRP resist rev with doxorubicin	Bcl-B TR3 displacers
1	COc1ccccc1NC(NC(=O)c1ccco1)C(=O)c1ccccc1 (stereo unspecified)	3%	-11	96	11	96	0	83	82	-7%
2	CCN(CC)c1ccc2cc(NC(=O)CCC(=O)O)c(=O)oc2c1	8%	x	x	x	x	-10	84	93	102%
3	Cc1noc(C)c1S(=O)(=O)N1CCC(C(=O)N2CCC(C)CC2)CC1	-11%	8	188	-8	188	3	85	82	1%
4	CCCCCSc1nnc(C)c(=O)[nH]1	-14%	4	159	-4	159	x	x	x	-10%
5	O=[N+]([O-])c1ccc(Sc2ccc(Cl)c(Cl)c2)nc1	-1%	-11	152	11	152	x	x	x	7%
6	O=C(O)c1cccc(NCc2cccnc2)c1	13%	x	x	x	x	-16	89	104	8%
7	Cc1nn(C)cc1C=NCCOCc1ccccc1	4%	1	163	-1	163	1	88	87	16%
8	O=C1Nc2ccc(S(=O)(=O)N3CCCCCC3)c3cccc1c23	0%	-17	153	17	153	1	76	75	2%
9	C=CCc1c(C)nc(SC)nc1Nc1ccccc1	x	4	97	-4	97	1	84	83	x
10	Cc1cc(C)n(-c2nc3ccccc3nc2N2CCN(S(=O)(=O)c3ccc(F)c(C)c3)CC2)n1	16%	-3	204	3	204	3	79	76	-7%
11	O=C(Nc1ccc(OC(=O)c2cccs2)cc1)c1ccco1	6%	-14	174	13	174	1	94	93	-19%
12	CCCCSc1nnc(CCCCCNC(=O)OC(C)(C)C)o1	-81%	-11	203	11	203	1	87	85	1%
13	COCCNC(=O)C(c1cccc(OC)c1)N(C(=O)Cn1nnc2ccccc21)c1cccnc1 (stereo unspecified)	-24%	-8	199	7	199	-6	91	98	26%
14	CCn1c(C(C)NC(=O)Cc2ccccc2)nc2ccccc21 (stereo unspecified)	-9%	1	125	-1	125	15	91	76	-21%
15	COc1ccc2nc(-c3ccco3)c(-c3ccco3)nc2c1	-53%	x	x	x	x	-7	61	68	83%
16	CCCCCCNC(=O)C(C#N)c1nc2ccccc2nc1N1CCCC1 (stereo unspecified)	-2%	3	96	-3	96	7	96	89	-21%
17	CCOC(=O)C1=NN(c2ccc(OC)cc2)C(c2ccccc2)CC1=O (stereo unspecified)	x	-11	134	11	134	21	101	80	x
18	O=C(c1ccc(COc2ccccc2[N+](=O)[O-])o1)N1CCCCC1	13%	4	132	-4	132	x	x	x	0%
19	CCC(=O)Nc1cccc(NC(=O)c2cc3ccccc3o2)c1	17%	-27	97	27	97	-3	62	65	-3%
20	c1ccc(C2C3=C(Nc4ncnn42)c2ccccc2CCC3)cc1 (stereo unspecified)	19%	11	116	-11	116	6	78	71	-4%
21	O=C(COc1ccc(Cl)cc1)Nc1ccc(N2CCN(C(=O)c3ccco3)CC2)cc1	21%	-1	144	1	144	x	x	x	5%
22	CCCn1c2c(c(O)c(C(=O)NCCCN(CC)CC)c1=O)CCCC2	x	27	95	-27	95	-3	70	74	x
23	CC(C)OCCCNc1ncnc2c1[nH]c1ccccc12	9%	4	83	-5	83	-25	41	65	-2%
24	O=C(c1noc2c1CCCC2)N1CCCCC1	12%	x	x	x	x	x	x	x	-9%
25	CCN(Cc1ccccc1)S(=O)(=O)c1ccc(S(=O)(=O)N(Cc2cccc(OC)c2)CC2CCCO2)cc1 (stereo unspecified)	-60%	-5	145	5	145	x	x	x	-6%
26	CC1CC(C(F)F)n2nc(C(=O)O)cc2N1 (stereo unspecified)	4%	-8	217	8	217	16	103	87	1%
27	O=C(CSc1nc2ccccc2c(=O)n1Cc1ccco1)c1ccccc1	9%	-3	97	3	97	-8	50	58	-6%
28	O=C(O)CC1SC(=O)N(Cc2ccccc2)C1=O (stereo unspecified)	-8%	-25	192	25	192	-9	98	107	2%
29	CCOC(=O)C1CCN(S(=O)(=O)c2ccc(Br)c(OCC)c2)CC1	-9%	-2	195	2	195	12	105	93	-10%
30	COc1cc(NC(=O)Cn2nc(Cc3cccnc3)c3ccccc3c2=O)cc(OC)c1OC	-60%	12	182	-12	182	3	74	71	25%
31	CC1(C)Cn2c(nnc2-c2ccccc2)S1	6%	-18	54	18	54	-3	93	95	4%
32	CCn1c(SCC(=O)Nc2nc3ccc(OC)cc3s2)nc2c1c(=O)n(C)c(=O)n2C	-60%	x	x	x	x	-15	17	32	-12%
33	Cc1nnc(NC(=O)C2CCCCC2)s1	2%	x	x	x	x	8	93	85	-8%
34	Cc1ccc(NC(=O)COC(=O)c2ccnn2C)cc1	10%	x	x	x	x	10	104	94	3%
35	O=C(CNS(=O)(=O)c1ccccc1F)Nc1ccc(N2CCOCC2)cc1	-41%	9	181	-9	181	x	x	x	2%
36	CCCNS(=O)(=O)c1ccc(CCC(=O)Nc2ccc3c(c2)OCO3)cc1	5%	9	116	-9	116	3	87	85	-5%
37	NC12CC3CC(C1)CC(CO)(C3)O2	3%	x	x	x	x	-4	99	103	3%
38	Cc1ccc(-c2nn(-c3ccccc3)cc2C=C2C(=O)CC(C)(C)CC2=O)cc1	x	6	116	-6	116	x	x	x	9%
39	COC(=O)c1ccc(Cl)c(-c2ccc(/C=N/NC(=O)Nc3ccccc3)o2)c1	8%	-14	187	14	187	x	x	x	-39%
40	CN1CCN(S(=O)(=O)c2cc([N+](=O)[O-])ccc2N2CCCCCC2)CC1	-18%	3	157	-3	157	x	x	x	-14%
41	CCCCC(=O)NC(c1cccc([N+](=O)[O-])c1)c1c(OC(C)=O)ccc2ccccc12 (stereo unspecified)	x	-20	120	20	120	-10	5	15	x
42	Cc1ccc2[nH]c(=O)c(CN(CCO)C(=O)NCc3ccccc3)cc2c1	-52%	x	x	x	x	17	100	83	-6%
43	CCc1nc(SCc2ccccn2)c2c(=O)n(C)c(=O)n(C)c2n1	x	2	171	-2	171	0	85	85	x
44	O=C(CC1NC(=O)NC1=O)Nc1cccc2ccccc12 (stereo unspecified)	5%	-19	101	19	101	7	100	93	-8%
45	Cc1ccc2oc(-c3cccc(NC(=O)C4CCCO4)c3)nc2c1 (stereo unspecified)	-25%	-8	123	8	123	-2	105	107	-2%
46	Cc1nc(SCc2ccc(Br)cc2)[nH]c(=O)c1C	-8%	0	139	0	139	17	90	74	-4%
47	Clc1nnc2ccc(-c3ccccc3)nn12	19%	x	x	x	x	-8	92	100	7%
48	Clc1cccc(NCc2nnc(SCc3ccccc3Cl)o2)c1	28%	-15	141	15	141	x	x	x	-6%
49	Cc1ccc(-c2nn3c(C)nnc3s2)cc1NC(=O)COc1ccc(Cl)cc1	2%	-1	187	1	187	-24	43	68	-77%
50	CCOC(=O)C1CCN(C(=O)Cc2c(F)cccc2Cl)CC1	10%	-4	76	4	76	8	99	91	-1%

3 of the entries above in order of their number in PLAP inhibition, lowest first:
| no. | SMILES | PLAP inhibition |
| --- | --- | --- |
| 25 | CCN(Cc1ccccc1)S(=O)(=O)c1ccc(S(=O)(=O)N(Cc2cccc(OC)c2)CC2CCCO2)cc1 (stereo unspecified) | -60% |
| 39 | COC(=O)c1ccc(Cl)c(-c2ccc(/C=N/NC(=O)Nc3ccccc3)o2)c1 | 8% |
| 20 | c1ccc(C2C3=C(Nc4ncnn42)c2ccccc2CCC3)cc1 (stereo unspecified) | 19% |

Continued:
no.	structure	PLAP inhibition	NFkB transloc inh	NFkB transloc inh cell count 2 µM	NFkB transloc pot	NFkB transloc pot cell count 2 µM	MRP resist rev	MRP resist rev cytotoxicity	MRP resist rev with doxorubicin	Bcl-B TR3 displacers
51	Cc1cc(N2CCCCC2)nc2ccc(NC(=O)c3ccc(Br)o3)cc12	-59%	-4	186	4	186	-25	44	69	-220%
52	Cc1nn(CCC#N)c2nc(C(F)(F)F)[nH]c(=O)c12	13%	x	x	x	x	-3	97	100	-12%
53	CC(C)NC(=O)c1ccc2c(c1)S(=O)(=O)c1ccccc1C2=O	14%	-5	151	5	151	-3	83	86	4%
54	CCCCCn1c(=O)c(-c2nc3ccccc3c(=O)[nH]2)c(O)c2ccccc21	8%	-6	125	6	125	5	96	91	-3%
55	O=C(O)CC(NC(=O)C(c1ccccc1)c1ccccc1)c1ccco1 (stereo unspecified)	-14%	-7	185	7	185	13	99	86	50%
56	CCc1cccc(NC(=O)CN(C)S(=O)(=O)c2cnc[nH]2)c1	-24%	-11	174	11	174	11	103	92	-1%
57	Oc1c(C(c2cccs2)N2CCC3(CC2)OCCO3)sc2ncnn12 (stereo unspecified)	-47%	-2	56	2	56	1	92	91	16%
58	COc1ccc(C(c2nnnn2Cc2ccccc2)N2CCN(c3nc4ccccc4s3)CC2)cc1 (stereo unspecified)	-64%	x	x	x	x	-8	75	83	-4%
59	OC(COCc1ccc2c(c1)OCO2)CN1CCN(Cc2ccccc2)CC1 (stereo unspecified)	-46%	-10	143	10	143	6	103	98	-4%
60	Cn1c(=O)c(Oc2cc(Cl)cc(Cl)c2)nc2ccccc21	11%	4	122	-4	122	x	x	x	-7%
61	CCC1(CC)Cc2ccccc2C(Nc2c(C)n(C)n(-c3ccccc3)c2=O)=N1	-103%	-4	198	4	198	2	87	85	1%
62	CC(C)(C)c1ccc(O)c(/C=N\O)c1	-69%	-19	77	19	77	-6	25	31	6%
63	CCOc1cccc(N2C(=O)CC(N3CCN(c4ccc(S(=O)(=O)CC)cc4)CC3)C2=O)c1 (stereo unspecified)	-51%	-3	164	3	164	-2	80	81	7%
64	c1ccc(CCN2CN(CCCN3CCOCC3)c3nc4ccccc4n3C2)cc1	-53%	-13	142	13	142	17	93	75	4%
65	CC(=O)NC(Cc1ccccc1)C(=O)N1CCN(C(=O)c2cccs2)CC1 (stereo unspecified)	-22%	-3	208	3	208	-2	100	102	-5%
66	COc1cc(C2NC(=O)c3ccccc3O2)cc(OC)c1OC (stereo unspecified)	-8%	-2	102	2	102	12	97	85	-1%
67	Cc1ccc(NC(=O)Cn2cc3c(n2)CCC(C)C3)cc1 (stereo unspecified)	-10%	x	x	x	x	7	99	92	-4%
68	CC(C)(C)C(=O)C(CO)(Oc1ccc(Cl)cc1)n1cncn1 (stereo unspecified)	-7%	x	x	x	x	-6	78	84	-31%
69	Nc1nc(-c2ccc(Cl)cc2)cn1N	-22%	-11	180	11	180	15	98	84	-46%
70	CCSc1nc2c(c(=O)[nH]c(=O)n2C)n1CC(O)COc1ccccc1C (stereo unspecified)	-49%	-11	151	11	151	x	x	x	2%
71	Cc1snc(S(=O)(=O)Cc2ccccc2Cl)c1C#N	5%	-3	193	3	193	x	x	x	-9%
72	CN1CCCN(Cc2ccccc2C(F)(F)F)CC1	10%	x	x	x	x	x	x	x	2%
73	COc1ccccc1Nc1nc2ccc(C)cc2cc1C#N	21%	-2	132	2	132	x	x	x	-6%
74	O=C(NCC1COc2ccccc2O1)Nc1ccccc1F (stereo unspecified)	41%	x	x	x	x	26	110	85	-5%
75	CN(C(=O)c1ccccc1NC(=O)C(F)(F)F)c1ccccc1	15%	3	228	-3	228	x	x	x	1%
76	Cc1ccc(-c2noc(CCC(=O)NCCN3CCOCC3)n2)cc1	-34%	5	144	-5	144	8	104	97	2%
77	O=C(O)c1cc2cccc(S(=O)(=O)N3CCOCC3)c2cc1O	4%	2	55	-2	55	-22	86	108	-2%
78	Cc1ccc(-c2nc3ccccc3[nH]2)cc1NC(=O)c1ccc2c(c1)OCO2	4%	2	171	-2	171	x	x	x	-27%
79	COCCCNC(=O)c1cc(C(=O)c2c(-c3c(Cl)cccc3Cl)noc2C)c[nH]1	-48%	-16	119	16	119	x	x	x	-3%
80	COc1cccc(OC)c1OCCCc1c(C)n[nH]c1C	-7%	-34	106	34	106	9	91	82	-4%
81	COc1ccc(C)cc1NS(=O)(=O)c1ccc(Br)s1	-5%	10	54	-10	54	-31	22	53	-87%

Assay outcomes (PubChem)
